GFP derepression – derepresses silenced GFP locus in mouse C127i cells. hit rate 0.09% among 68,000. Potency, µM (doses to about 46.1 µM), inactives show at the highest dose GFP derepression (activation). mouse C127i GFP locus derepression, cytometry, 30 h; further: % of control where 0% means no effect
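Derepression screen: silenced CMV-GFP reporter in murine C127i cells, 30 h compound incubation at 37 C, washed cells imaged by laser-scanning cytometer to enumerate GFP-expressing objects of 20 to 120 um.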
HBB splice mod – alters splicing of the hemoglobin beta chain | HBB splicing reporter cell assay, activation; EGFP reporter with mutant IVS2-654 intron; response scale: normalised to 500 nM splice-correcting PNA | Potency, µM (doses to about 46.1 µM), for the others: top-dose activation, hits mostly activators | hit rate 0.06% among 65,000; further: potency means the concentration at half of the fitted maximal effect; 0% is about no effect
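Compounds were applied for 2 days to HeLa EGFP-654 cells, 500/well in Optimem with 2% FCS. The reporter's EGFP is disrupted by mis-splicing of beta-globin intron IVS2-654. Readout: summed well GFP fluorescence from 488 nm laser scanning; reference was 500 nM antisense […] 654 PNA.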
4-MU autofl – compounds fluorescent in 4-MU spectral region; compound autofluorescence, 340/450 nm, 4-MU equivalents; hits give high values; max dye-equivalent concentration, M; hit rate 11% among 59,000; in the data active means max dye-equivalent concentration above about 10 nM; inconclusive means mostly about 1.1 nM to 9.6 nM
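Compounds in 100 mM Tris, pH 8.0, sat 15 min at room temperature before fluorescence was read at 340 nm excitation/450 nm emission; a per-plate six-point 4-MU standard curve converted signals to dye-equivalent concentration at each compound concentration.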
Hsp90 Hop PPI – changes Hsp90-Hop TPR2A binding signal, up or down | AlphaScreen TPR2A-His6 binding biotin-Hsp90 C-terminal peptide | AID 595 | Potency, µM (highest dose often 57 µM), for inactives: top-dose activity change, negative = inhibition | hit rate 0.44% among 71,000; active means well fitted curve in either direction with a large enough effect; inconclusive means small, poorly fitted or top-dose-only effect, or another doubt; further: potency means the concentration at half of the fitted maximal effect; on the % scale 0 is the no-effect control and ±100 the full control effect; many of its hits are not listed in these tables
BRCT PPI red – inhibitors of human BRCA1 BRCT-phosphoprotein interaction (red fluorophore); P38398; BRCT-phosphopeptide binding, red fluorescence polarization; Potency, µM (highest dose often 76.9 µM), without a hit: at the highest dose activity change, negative = inhibition, usual class: inhibitors; hit rate 0.03% among 75,000; further: on the % scale 0 is the no-effect control and ±100 the full control effect
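Rhodamine-labelled pBACH1 10-mer (100 nM) bound to BRCT domain (100 nM) at pH 7.3; compounds incubated 12 min room temperature, polarization read. Free peptide defines full inhibition; unlabelled decapeptide titrated as control.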
A350 autofl – compounds fluorescent in Alexa 350 spectral region. Compound autofluorescence, 340/450 nm, Alexa 350 dye-equivalents; hits give high values. hit rate 11% among 59,000. max dye-equivalent concentration, M; in the data active means max dye-equivalent concentration above about 10 nM; inconclusive means mostly about 1.1 nM to 9.6 nM
ALOX15 inhib – blocks human 15-lipoxygenase activity | purified 15hLO-1, xylenol orange hydroperoxide absorbance | Potency, µM (titrated, usually from 57.1 µM), for inactives: top-dose activity change, negative = inhibition, usual class: inhibitors | hit rate 1.4% among 74,000; further: potency means the concentration at half of the fitted maximal effect; on the % scale 0 is the no-effect control and ±100 the full control effect; nearly all actives have a fitted effect of over 55% in size
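Compounds were preincubated 15 min at room temperature with 40 nM purified human enzyme (25 mM Hepes pH 7.5, 0.01% Triton X-100); 50 uM arachidonic acid reacted 6 min. Fe-xylenol orange detection, 30 min, absorbance ratio 573/405 nm.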
CRE Fsk mod – CRE-bla signaling modulation under forskolin stimulation; CHO CRE-bla reporter (cAMP response element driving beta-lactamase), forskolin EC10, beta-lactamase ratio; Potency, µM (doses to about 38.2 µM), without a hit: at the highest dose activity change, negative = inhibition, hits mostly activators; hit rate 2.5% among 71,000; active means well fitted activation curve with a large enough effect in the signal ratio, with a control signal flat, not every such curve was filed as active; inconclusive means small, poorly fitted or top-dose-only effect, or effect the other way, or a change in a side signal; the % refers to the signal ratio; further: potency means the concentration at half of the fitted maximal effect; % of control where 0% means no effect
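Titrated compounds plus EC10 NKH 477 on CHO CRE-bla cells, 3 h, 37 °C. CCF4, 2 h RT. Ratio 460/530 nm → AC50.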
BRCT inh green – BRCA1 BRCT-phosphoprotein interaction inhibition; P38398; BRCA1 BRCT-phosphopeptide binding, green fluorescence polarization; Potency, µM (highest dose often 76.9 µM), for the others: at the highest dose activity change, negative = inhibition, hits mostly inhibitors; hit rate 0.05% among 75,000;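 further: potency means the concentration at half of the fitted maximal effect; plate controls were peptide without protein for full effect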
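Compounds were incubated for 12 min at room temperature with a complex of 100 nM fluorescein-tagged pBACH1 decapeptide and 250 nM His-tagged BRCT protein. Buffer was phosphate pH 7.3 with EDTA, DTT and Tween 20. Disruption of binding lowers the polarization signal.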
Pol III holo inh – blocks replication by bacterial DNA polymerase III holoenzyme | AID 603 | hit rate 0.25% among 71,000 | reconstituted DNA polymerase III holoenzyme replication, biochemical | Potency, µM (titrated, usually from 57.1 µM), for the others: at the highest dose activity change, negative = inhibition; further: potency means the concentration at half of the fitted maximal effect; on the % scale 0 is the no-effect control and ±100 the full control effect
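Reconstituted *E. coli* holoenzyme (0.35 nM Pol III, 1 nM beta, 154 nM SSB, 2 nM primase) was preincubated with compound for 15 min at RT. Synthesis on 1.4 nM ssM13Gori ran 35 min, then was stopped with PicoGreen/EDTA and read as dsDNA fluorescence.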
UbGFP stabilizer – inhibits proteasome, raising ubiquitin-GFP reporter fluorescence; Potency, µM (doses to about 45.9 µM), inactives show at the top dose activation (GFP accumulation), usual class: activators; 67,000 tested, under 10 active; AID 526; Ubiquitin-GFP reporter cells, proteasome inhibition, GFP fluorescence; response scale: untreated = 0%, 10 µM MG-132 = 100%; active means well fitted activation curve with a large enough effect, not every such curve was filed as active; inconclusive means small, poorly fitted or top-dose-only effect, or another doubt; inactive means no such curve, though single readings can be large or run the other way; further: potency means the concentration at half of the fitted maximal effect
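U2OS Ub(G76V)-GFP reporter; O/N plating, 0.5% FBS; cpd 46 uM–2.9 nM, 4 h, 37 °C; GFP+ cell count, 488/515 nm; norm. to basal vs 10 uM MG-132; CRC fit.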
The depositor's hits bear a star; i = inactive; ? = inconclusive; nt = no result given; [ ] = remark or other dose. Unless noted, the call rests on the fitted dose curve; in most records, active means well fitted curve in the direction sought with a large enough effect; inconclusive means small, poorly fitted or top-dose-only effect, or another doubt; inactive means no such curve, though single readings can be large; an effect the other way counts as inactive or inconclusive.

Structure	UbGFP stabilizer	ALOX15 inhib	BRCT inh green	GFP derepression	Hsp90 Hop PPI	A350 autofl	Pol III holo inh	BRCT PPI red	HBB splice mod	4-MU autofl	CRE Fsk mod
O=C1OCCC1Sc1nc2ccccc2[nH]1 (configuration not stated)	-1.5%	-6.1%	0.6%	1.2%	1.1%	i	0.8%	-2.2%	0.1%	i	-12.4%
CCOC(=O)CSC1=C(C#N)C(c2ccco2)C(C(=O)OCc2ccccc2)=C(C)N1 (configuration not stated)	0.0%	-23.2%	2.7%	0.0%	16.1%	?	-2.0%	-1.8%	0.6%	?	-3.9%
O=C(NCc1ccccc1Cl)C1CCN(S(=O)(=O)N2CCCCC2)CC1	-2.3%	-0.8%	-0.1%	1.8%	3.3%	i	-1.4%	1.7%	-2.3%[57.5 µM]	i	-14.4%
COc1ccc(S(=O)(=O)Nc2ccc(C)cc2)cc1OC	9.5%	-6.9%	-1.5%	1.1%	3.9%	i	-2.3%	0.2%	-2.1%	i	?
O=C1NCCCC1C(=O)NCCNC(=O)C(F)(F)F (configuration not stated)	19.4%[9.17 µM]	1.0%[11.4 µM]	-1.3%	0.0%	-4.4%[11 µM]	nt	-7.7%[11.4 µM]	0.0%	-0.6%[0.0738 µM]	nt	?
CCN(CC)CCNC(=O)C1c2ccccc2C(=O)N(C)C1c1cn(C)c2ccccc12 (configuration not stated)	-10.9%	-7.8%	-2.6%	2.3%	-1.2%	i	0.1%	1.1%	-0.4%	i	-3.1%
COc1ccc2[nH]cc(C3N4CC5(C)CN3CC(C)(C4)C5=O)c2c1 (configuration not stated)	6.5%	3.7%	-2.0%	-1.9%	-6.5%	?	-4.8%	0.8%	nt	i	0.3%
CN(Cc1ccco1)C(=O)C(Cc1ccccc1)NS(=O)(=O)c1ccc2c(c1)CCC(=O)N2 (configuration not stated)	3.3%	-7.9%	-1.5%	nt	-4.4%[2.3 µM]	nt	1.9%	-0.5%	0.2%	nt	-14.9%
Cn1c(NCc2ccco2)nc2ccccc21	-0.4%	-27.6%	-0.2%	2.6%	-9.8%	?	-2.5%	-1.4%	-1.6%	?	?
O=C1c2cccnc2C(=O)N1Cc1ccc2c(c1)OCO2	-2.5%	12.4%	1.9%	0.0%	-10.6%	i	7.5%	-0.6%	0.9%	i	18.3%
CC(O)COc1ccc(/C(=N/O)c2ccccc2)cc1 (configuration not stated)	-8.3%	5.4%	-0.6%	-2.1%	-3.8%	i	1.5%	-0.5%	3.8%	i	-34.6%
CCCC(c1nnnn1Cc1ccccc1)N1CCN(c2ccccc2OC)CC1 (configuration not stated)	7.7%	-15.9%	-1.9%	0.0%	-2.6%	?	-7.0%	0.6%	nt	?	-13.1%
CC(C)c1nnc(NC(=O)c2ccc(S(=O)(=O)N3CCOCC3)cc2)s1	4.4%	-13.9%	1.8%	nt	-2.6%	nt	-12.3%	-0.6%	0.1%	nt	-4.0%
COc1cccc2cc(-c3nnc(SCC(=O)Nc4cc(C(F)(F)F)ccc4Cl)n3N)oc12	-2.4%	6.0%	-1.0%	-2.7%	-1.2%	i	-1.4%	0.6%	-0.6%	i	4.4%
CCCc1cc(=O)oc2cc(OCC(=O)N(C)C)c(Cl)cc12	-2.7%	0.4%	-2.1%	-2.3%	-1.9%	?	-9.0%	-1.3%	-2.5%	?	5.5%
COc1ccc(C(=O)CSc2nc(SC)ns2)cc1OC	-4.2%	-8.6%	3.1%	0.0%	-6.0%	i	-2.9%	-1.5%	10.3%	i	29.4%
O=S(Cc1ccc(Cl)cc1)CC(O)COc1ccc(Cl)cc1 (configuration not stated)	-4.5%[9.17 µM]	-2.0%[11.4 µM]	-0.5%	0.4%	-2.3%[11 µM]	nt	3.9%[11.4 µM]	-0.5%	1.6%[0.0738 µM]	nt	?
CCN1C(=O)NC(c2cc(Br)ccc2OC)C(C(=O)OC)=C1C (configuration not stated)	0.0%	-2.1%	0.2%	-3.2%	-4.4%	i	-4.1%	-1.2%	0.5%	i	5.5%
COc1cccc(C(=O)Nc2cccc(NC(C)=O)c2)c1	19.5%	-2.3%	-0.6%	-2.2%	2.6%	nt	-1.8%	-1.0%	0.9%[9.22 µM]	nt	1.3%
O=C(O)c1ccc(NC(=O)C2(c3ccccc3)CCOCC2)cc1	-2.5%	17.7%	-4.7%	-0.1%	-0.3%	i	-3.1%	-0.4%	-0.5%	i	-5.3%
O=C(O)c1cccc(N2CCCC2=O)c1	nt	15.3%	-0.9%	-1.6%	-2.3%	i	-8.5%	-0.5%	-1.5%[0.369 µM]	i	0.0%
Cn1c(=O)c2nc(-c3ccccc3)oc2c2ccccc21	-9.7%	-4.9%	6.8%	-1.4%	-4.2%	?	-9.4%	-3.5%	-0.7%	?	?
Cc1ccc(NC(=O)CNc2cccc(C)c2C)c(C)c1	12.5%	?	-4.6%	0.0%	-3.9%	i	1.9%	-2.1%	2.3%	i	?
CCOc1cc(S(=O)(=O)NCc2ccc3c(c2)OCO3)ccc1F	-2.2%	-5.6%	0.1%	-2.7%	2.2%	i	-3.4%	-0.4%	-0.8%	i	-4.7%
NCOC(=O)Cc1ccc(Br)cc1	11.9%[9.17 µM]	7.6%[11.4 µM]	-3.9%[15.4 µM]	0.2%[9.22 µM]	1.9%[11 µM]	i	5.9%[11.4 µM]	-1.2%[15.4 µM]	2.9%[9.22 µM]	i	9.2%[7.6 µM]
CCOc1ccc(S(=O)(=O)Nc2cc(OC)ccc2OC)cc1	-6.3%	-4.3%	-3.1%	3.2%	-0.4%	i	4.4%	-0.4%	-0.3%	i	12.6µM*
N[C@H](C(=O)O)[C@H](N)C(=O)O	-5.1%[9.17 µM]	1.5%[11.4 µM]	0.1%[15.4 µM]	-1.2%[9.22 µM]	?	i	-3.4%[11.4 µM]	-0.5%[15.4 µM]	3.2%[9.22 µM]	i	3.9%[7.6 µM]
Cc1ccc(N(C)C(=O)N2CCN(c3ccccn3)CC2)cc1	2.9%	-1.1%	-1.5%	0.0%	0.7%	nt	2.0%	-0.4%	0.7%	nt	0.4%
CCOC(=O)CSc1nnc(-c2ccc(OC)cc2)n1CC	-2.6%	1.6%	-1.5%	1.0%	5.1%	i	-7.4%	2.0%	nt	i	-1.9%
COc1ccc2c(c1OC)C(=O)OC2C1c2c(cc3c(c2OC)OCO3)CCN1C (configuration not stated)	-3.1%	3.3%	-1.1%	-1.7%[20.6 µM]	-6.0%	i	-12.1%	-0.6%	1.1%	i	8.9%
CS(=O)(=O)c1ccc2nc(NC(=O)c3ccco3)sc2c1	2.8%	2.4%	2.9%	nt	2.3%	nt	-10.8%	-1.7%	-0.4%	nt	0.4%
N#Cc1ccc(CN2CC[C@@]3(CCCN(S(=O)(=O)c4ccccc4)C3)C2)cc1	-2.2%	-1.4%	-6.1%	7.0%[9.22 µM]	-6.0%	8.85e-08M*	0.4%	0.0%	0.1%	8.05e-08M*	-9.6%
Cn1c(Cn2nnc3ccccc32)nnc1SCC(=O)N1c2ccccc2Sc2ccccc21	3.8%	11.0%	-0.6%	-2.3%	-2.7%	i	-3.5%	0.3%	0.1%	i	3.1%
COc1ncc2nc(-c3ccc(F)cc3)c(=O)n(Cc3cccs3)c2n1	-2.0%	-14.2%	1.3%	2.1%[9.22 µM]	-3.7%	1.37e-08M*	1.0%	-2.7%	0.1%	1.03e-08M*	?
CO[C@H]1[C@H](O[C@H]2O[C@@H](C)[C@@H](O[C@@H]3C[C@](C)(O)[C@H](O)[C@H](C)O3)[C@@H](N(C)C)[C@@H]2O)[C@@H](CC=O)C[C@@H](C)[C@@H](O[C@H]2CC[C@H](N(C)C)[C@H](C)O2)/C=C\C=C/C[C@@H](C)OC(=O)C[C@H]1O	2.0%[20.5 µM]	5.3%[25.6 µM]	0.2%[34.4 µM]	5.1%[20.6 µM]	-0.7%[26 µM]	i	12.2%[25.6 µM]	-1.9%[34.4 µM]	2.3%[20.6 µM]	i	-5.5%[17.1 µM]
CCn1c(C(=O)NC(C)c2ccc3c(c2)OCCO3)cc2sccc21 (configuration not stated)	15.6%	-9.7%	-1.1%	-2.3%	-4.6%	nt	1.8%	0.4%	-0.9%	nt	25.1%
O=C(Nc1cc(C(F)(F)F)ccc1N1CCOCC1)c1cncc(Br)c1	-3.5%	9.6%	-2.3%	2.6%	6.2%	i	-4.5%	1.1%	0.8%	i	?
CCn1c(=O)[nH]c2cc(C(=O)N3CCN(c4ccccc4)CC3)ccc2c1=O	-8.6%	0.5%	0.0%	2.6%	1.1%	i	-5.4%	-0.3%	-0.3%	i	4.1%

From PubChem
